# Mot1-301 SUMO: yeast Mot1-301 growth rescue at high temperature, primary screen, SUMOylation pathway inhibitor project, S. cerevisiae, ATP luminescence, 38.5C; S. cerevisiae Mot1-301 growth rescue; percent above DMSO median, 100 means doubled; 1% of 320,000 active; AID 2716, 2010; growth rescue, % at 18.8 µM;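 active = every valid replicate shows activation above 250% relative to neutral control wells; inactive = the rest, any valid replicate at or below 250%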;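 note: OY570 slx delta 5 strain wells were the positive control but not used for scaling; some compounds called inactive have numbers as strong as hits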
# DSG3 Ab inh: inhibitors of pemphigus antibody binding to DSG3, primary screen, biochemical, bead-based, flow cytometry, scFv-GFP; DSG3-coupled beads, scFv-anti-DSG3-GFP binding; hits give low values; 0.48% of 310,000 active; Desmoglein-3 (Homo sapiens), P32926; binding (percent of control), % at 10 µM;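 active = binding more than 3 SD below its plate's average and above zero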;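 note: hits lower antibody fragment binding to DSG3; some compounds called inactive have numbers as strong as hits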
# OPRM1-OPRD1 ag: agonists of OPRM1-OPRD1 heterodimerization, primary screen, cell-based, luminescence. 0.3% of 340,000 active. cells. activation, % at 9.3 µM. AID 504326, 2011; in the data active = activation above about 18%;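 note: 0% = vehicle-treated cells and 100% = reference agonist; values of inactives mirror those of a sister screen read the other way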
# PKA-R1A act: activators of PKA-R1A holoenzyme, primary screen, biochemical, fluorescence polarization, Cy5-IP20, bovine R1A, mouse PKAc; activation, % at 11.4 µM; 0.083% of 340,000 active; PKA-R1A dissociation; scaled: DMSO 0%, 113 µM cGMP 100%; cAMP-dependent protein kinase type I-alpha regulatory subunit (Bos taurus) + …;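 active = percent activation above the mean of all tested compounds plus 3 SD, cut at about 19% in these data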;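 note: higher means more PKAc released from R1A so a rise in polarization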
# HTR5A ag ctr: HTR5A agonists in luminescence cell assay, primary screen, counter-screen for OPRM1-OPRD1 heterodimer agonist project, full-deck HTS; 5-hydroxytryptamine receptor 5A (Homo sapiens), P47898; cell-based; activation, % at 9.3 µM; 0.61% of 340,000 active; AID 504692, 2011; in the data active = activation mostly above about 9.5%, no sharp cut-off; inactive = mostly below about 7.6%;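 note: 0% = cells with vehicle only and 100% = reference agonist; strong numbers were not always called active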
# Target sequence (P47898 whole entry, looked up): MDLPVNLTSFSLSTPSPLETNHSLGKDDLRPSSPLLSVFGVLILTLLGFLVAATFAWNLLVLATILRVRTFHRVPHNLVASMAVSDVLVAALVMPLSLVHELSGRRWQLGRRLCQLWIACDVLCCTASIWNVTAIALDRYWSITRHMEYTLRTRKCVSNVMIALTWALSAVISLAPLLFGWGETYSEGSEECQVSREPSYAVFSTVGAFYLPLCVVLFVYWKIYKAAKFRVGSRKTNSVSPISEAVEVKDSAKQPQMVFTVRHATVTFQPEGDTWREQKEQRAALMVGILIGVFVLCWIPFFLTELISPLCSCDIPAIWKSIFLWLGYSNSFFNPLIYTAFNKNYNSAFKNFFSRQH
# PfHsp90 set2: growth inhibition of PfHsp90-expressing yeast, primary screen, antimalarial PfHsp90 inhibitor project, S. cerevisiae, BacTiter-Glo luminescence, single point, set 2. BacTiter-Glo ATP, 48 h; yeast lacking PDR1 and PDR3 efflux regulators. inhibition, % at 9.4 µM. 0.32% of 310,000 active. AID 504621, 2011;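 active = every replicate shows inhibition above about 80%, whatever the replicate mean, limit read from the data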;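 note: 0% = DMSO neutral controls and 100% = 20 µM radicicol positive controls; yeast relying on Plasmodium falciparum Hsp90 in place of its own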
# OPRM1-OPRD1 inv: inverse agonists of MOR-DOR heterodimerization, primary screen, cell-based, luminescence. cell-based MOR-DOR heterodimer luminescence, inverse agonism. inhibition, % at 9.3 µM. 0.21% of 340,000 active; in the data active = inhibition above about 22%, passing the limit was not always enough;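 note: 0% = cells with DMSO and 100% = wells without cells with DMSO; values of inactives mirror those of a sister screen read the other way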
# AddAB inh: growth inhibition of E. coli expressing H. pylori AddAB, primary screen, AddAB inhibitor project, absorbance; 0.29% of 330,000 active; inhibition, % at 11.9 µM; in the data active = inhibition above about 12%;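 note: 0% = vehicle wells of infected cells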
# Ecoli viability: E. coli V3065 growth inhibition, primary screen, counter-screen for AddAB inhibitor project, absorbance, OD600; AID 449728, 2010; 0.27% of 330,000 active; 18 h; inhibition, % at 11.9 µM;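 active = inhibition above the campaign's mean inhibition across all tested compounds plus 3 SD, cut at about 9.9% in these data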;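 note: uninfected addAB+ strain grown without phage in ampicillin broth; 0% = DMSO wells and 100% = ciprofloxacin 0.95 µg/ml wells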
# HTR5A inv ctr: HTR5A inverse agonists in luminescence cell assay, primary screen, counter-screen for OPRM1-OPRD1 heterodimer inverse agonist project, full-deck HTS | 5-hydroxytryptamine receptor 5A (Homo sapiens), P47898 | HTR5A cell line, inverse agonism | inhibition, % at 9.3 µM | 0.083% of 340,000 active | AID 504634, 2011; in the data active = inhibition mostly above about 23%, no sharp cut-off; inactive = mostly below about 18%;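 note: 0% = cells with DMSO and 100% = no-cell wells with DMSO; some compounds called inactive have numbers as strong as hits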
# phage Ecoli inh: growth loss of phage-infected E. coli, primary screen, RecBCD inhibitor project, absorbance, with phage, HTS. AID 651602, 2012. 0.26% of 360,000 active. inhibition, % at 11.9 µM; in the data active = inhibition above about 11%
# * = called active by the depositor; i = inactive; · = not tested or not shown; & = joins results of further samples.
Molecule	AddAB inh	HTR5A ag ctr	HTR5A inv ctr	PKA-R1A act	phage Ecoli inh	OPRM1-OPRD1 inv	DSG3 Ab inh	Ecoli viability	Mot1-301 SUMO	OPRM1-OPRD1 ag	PfHsp90 set2
O=C(CN1C(=O)/C(=C/c2ccccc2)SC1=S)Nc1ncc(Cc2ccccc2)s1	2.1	5	-4	-4	0.8	3	103	-1.9	-2	-0.6	34
CCc1cccc(C)c1NC(=O)c1cc(-c2ccncc2)nc2ccccc12	·	6	-17	-5	3.0	-6	125	·	·	1.2	1
CC[C@]12c3[nH]c4cc(CCC(=O)N(C)C)ccc4c3CCN1C(=O)[C@@H](CC(=O)NCc1ccco1)C[C@@H]2C(=O)N1CCN(C(=O)C2CC2)CC1	-1.2	0	2	3	2.8	11	102	0.0	·	-2.2	2
CCC(=O)Nc1nnc(SCC(=O)Nc2ccc3c(c2)OCO3)s1	3.2	3	-11	-2	-0.9	15	109	2.0	27	-2.7	14
Cc1cc(C)cc(C(=O)NCC(=O)OCN2C(=O)c3ccccc3C2=O)c1	1.5	3	4	-9	0.8	-9	102	3.0	-21	2.2	·
O=C1NC(c2ccc(-c3ccccc3[N+](=O)[O-])o2)C(C(=O)c2ccc(F)cc2)C(O)(C(F)(F)F)N1 (stereo unspecified)	2.7	7	11	8	0.5	-50	104	-1.6	-4	11	-2
Cc1c(CN2CCC(CO)(CCOc3ccccc3)CC2)[nH]c2c(Cl)cccc12	0.9	6	-43	-1	-0.5	-49	108	0.6	-18	9.3	5
CCCN(CCC)C1=N/C(=C\c2ccco2)C(=O)N1c1ccccc1	0.3	-2	6	-14	0.7	4	105	-0.2	122	-0.7	3
CCNC(=O)COC(=O)/C=C/c1ccccc1[N+](=O)[O-]	0.4	-2	8	-3	1.3	12	96	1.8	8	-2.3	40
O=C(c1ccccc1)c1nc2c(n1O)CCCCC2	-1.2	-4	7	4	3.9	1	111	-0.2	7	-0.2	-10
CCCn1ccc2c(OCC(=O)Nc3ccc(NC(C)=O)cc3)cccc2c1=O	0.6	3	5	-6	2.3	16	104	0.9	8	-3.4	4
COc1cc(O)c2c(=O)c3c(O)ccc(O)c3oc2c1	2.5	3	3	-8	2.8	-50	98	1.8	·	9.8	-3
N#Cc1ccc(N)cc1OCCCN1CCCCC1	·	2	-7	3	2.0	5	115	·	·	-1.1	1
C/C(=N\OCC(=O)Nc1ccc(Br)cc1)c1cccs1	6.4	-2	2	-6	3.4	-1	101	1.7	i	0.2	1
CCCCCCSc1cc(-c2nc3ccc(Cl)cn3c2NCCCC)ccc1OC	3.1	5	-13	-9	1.7&4.9	-4	106	1.5	-21	0.8	-12
COc1cc(CN2CCN(S(=O)(=O)c3ccccc3)CC2)cc(OC)c1OC	3.0	-1	5	2	-0.3	-2	109	-1.1	-2	0.4	3
O=Nc1c(O)n(Cc2ccc(Cl)c(Cl)c2)c2ccccc12	2.5	-8	21	-7	1.1	-44	·	1.4	·	7.5	·
CCC(=O)N1CCc2cc(Br)cc(S(=O)(=O)NCc3ccco3)c21	2.8	-2	0	-20	·	0	73	0.4	-23	0.1	·
CCN(C(=O)Cc1c(C(=O)O)[nH]c2ccccc12)c1ccc(OC)cc1	1.0	1	-4	-14	·	13	97	2.5	4	-2.5	2
CC(Oc1cccc(Br)c1)C(=O)Nc1cccc(S(=O)(=O)N2CCOCC2)c1 (stereo unspecified)	0.8	5	-13	-7	1.7	1	103	2.1	2	-0.2	23
O=C(Nc1c2c(nn1-c1ccc(Cl)cc1)CS(=O)(=O)C2)c1ccccc1	1.2	0	15	-2	-1.4	19	110	0.0	3	-5.7	-12
CC(C)c1nc2sc3c(=S)nc[nH]c3c2c2c1CCC2	5.2	6	-18	-5	4.1	-5	114	-2.1	87	1.0	0
CCn1c(SCc2nc3ccccc3c(=O)[nH]2)nc2ccccc21	1.8	2	-6	-2	-5.2	11	105	-2.0	-5	-2.0	2
O=C(Nc1cccc(OC(=O)c2cccnc2)c1)c1cccnc1	0.8	1	-8	2	0.6	13	119	0.9	-10	-2.8	24
COC(=O)c1c(NC(=O)Nc2ccc(Cl)cc2)sc(C)c1C	-0.5	0	-13	9	1.8	-29	96	-1.8	-24	4.8	-8
COc1ccc(Nc2nnc(SCc3cc(=O)n4ccsc4n3)s2)cc1	2.8	-1	-7	-2	3.3	0	99	0.7	171	0.0	·
O=C(NNC(=O)c1ccccn1)c1cccc([N+](=O)[O-])c1	-1.5	-5	13	-1	-3.1	1	·	0.3	2	-0.1	-21
CC(C)Cn1c(N)c(C(=O)CSc2ncnc3sc4c(c23)CCCC4)c(=O)n(C)c1=O	1.2	2	-7	-5	2.9	15	106	-0.4	-25	-3.1	-14
COc1ccc(-c2nnc(SCC(=O)c3ccco3)n2-c2ccccc2)cc1	-0.3	-1	-39	5	-0.3	-1	101	-1.4	-1	0.2	10
Cc1ccccc1NN=Nc1nc2c([nH]1)c(=O)n(C)c(=O)n2C	-0.2	0	15	4	3.1	8	·	0.8	-17	-1.6	-10
COc1ccccc1CNS(=O)(=O)c1c(C)noc1C	3.6	-2	14	-3	0.9	15	106	-0.4	261	-2.6	3
COC(=O)[C@H]1C[C@H](O)CN1S(=O)(=O)c1ccc(Br)cc1F	-1.1	0	1	-1	1.8	17	109	0.7	·	-3.4	8
COc1ccc(OC)c(C(=O)NC(CC(N)=O)c2ccc(N3CCC(N4CCCCC4)CC3)c([N+](=O)[O-])c2)c1 (stereo unspecified)	2.3	-1	-10	0	1.4	15	91	-3.8	-12	-2.6	1
CCn1cc([N+](=O)[O-])c(C(=O)Nc2ccn(Cc3ccccc3F)n2)n1	-0.4	-1	5	-8	2.0	14	101	-0.1	-12	-2.5	-22
Cc1cc(=O)[nH]c(-n2nc(C)c(Oc3ccccc3O)c2C)n1	-2.4	-2	34	1	0.5	17	95	-4.7	-11	-4.2	-15
Cn1nccc1C(=O)N1CCC(Cc2ccccc2)CC1	0.9	1	7	-5	0.1	-9	108	1.8	1	1.7	-5
CC1CCN(CCCn2c(SCC(=O)Nc3ccccc3Cl)nc3ccccc3c2=O)CC1	-2.0	-3	7	-10	2.5	-12	104	-1.0	-2	2.7	4
COc1ccc(CNC(=O)C2CCN(c3nnc(N4CCCC4=O)s3)CC2)cc1	-1.2	10	-31	6	1.8	3	98	-0.9	-1	-0.4	-7
CN(Cc1cnccn1)Cc1nc(Cc2ccccc2F)no1	-2.3	-4	11	6	-0.3	9	100	-1.1	9	-1.8	15
Cc1cc(S(=O)(=O)NCCCN2CCOCC2)c(Cl)cc1Cl	5.6	-7	18	-4	2.3	-1	·	-0.6	65	0.1	-7
Cc1cc(NC(=O)Nc2ccccc2[N+](=O)[O-])n(C)n1	-0.6	-5	19	2	0.8	4	108	-1.9	0	-0.9	-5
CCCC1C(C#N)=C(N)Oc2n[nH]c(C(C)(C)C)c21 (stereo unspecified)	4.0	0	6	3	0.9	-1	108	1.6	-7	0.2	3
CCOC(=O)C1(Cc2ccc(OC)cc2)CCN(C(=O)[C@@H]2CCCN2C(C)=O)CC1	2.7	2	-14	-11	2.6	6	87	-0.7	89	-1.1	11
O=c1nc(-c2ccccc2)c2cc(SC(F)F)ccc2[nH]1	4.2	1	-3	11	2.7	1	119	0.3	-12	-0.1	25
COc1ccc(C2CC(c3ccc(Cl)cc3)=NN2C(=O)c2cccc([N+](=O)[O-])c2)cc1 (stereo unspecified)	2.5	-2	-8	-4	1.3	8	·	-3.8	-17	-1.5	-34
CC(C)C(=O)Nc1ccc2c(c1)Cc1cc(NC(=O)C(C)C)ccc1-2	1.5	2	-8	-10	2.2	16	106	-1.0	-5	-3.4	-2
Clc1ccc(CN2CCN(c3ncnc4scc(-c5cccs5)c34)CC2)cc1	1.4	5	-14	-7	1.7	-13	102	-0.2	133	3.0	15
COc1ccc(OC)c2[nH]c(=O)c(CCNC(C)=O)cc12	0.6	-1	3	0	1.1	5	88	0.3	2	-1.0	16
COc1ccc(OCc2ccc(C(=O)NN)cc2)cc1	0.2	4	-3	-15	0.5	10	95	-1.1	-4	-1.8	-7
COc1ccc(N(CC(=O)NCCSc2ccccn2)S(=O)(=O)c2ccccc2)cc1OC	3.7	4	-15	21*	3.8	-1	94	0.9	-17	0.2	11

# Continuation:
Molecule	AddAB inh	HTR5A ag ctr	HTR5A inv ctr	PKA-R1A act	phage Ecoli inh	OPRM1-OPRD1 inv	DSG3 Ab inh	Ecoli viability	Mot1-301 SUMO	OPRM1-OPRD1 ag	PfHsp90 set2
O=C1OC[C@H]2CCCN2C(=O)[C@@H](CC(=O)N(CCO)Cc2ccccc2)C/C=C\CC[C@@H]1Cc1ccc(F)cc1	0.1	-3	23	5	1.1	15	95	-2.5	18	-2.6	8
Cc1ccc(N(CC(=O)NC2CCCC2)C(=O)CCC(=O)Nc2ccccn2)cc1	2.0	4	11	-9	-0.5	4	104	0.0	-4	-0.7	2
NC(=O)C1CCCN(C(=O)c2cccc(NC(=O)c3cccs3)c2)C1 (stereo unspecified)	·	9	-26	2	2.1	8	99	·	·	-1.2	·
CC(=O)NCC(=O)N[C@@H](CC(=O)OCc1ccccc1)C(=O)OCc1ccccc1	0.9	-3	-1	4	2.3	-1	99	-1.8	-2	0.2	-1
CC(c1ccccc1)N1CC(C(=O)O)CC1=O (stereo unspecified)	0.7	4	-11	-2	3.0	0	97	0.1	2	0.0	-11
Cc1nc(Cl)c(C(=O)NCc2ccccc2)c(C)c1Cl	-0.7	-2	6	-11	1.6	0	97	-0.2	10	0.1	-30
Cc1cc(Cl)ccc1NC(=O)CN(C)C1=NS(=O)(=O)c2ccccc21	1.1	-4	10	3	-0.3	1	94	-1.9	40	-0.1	4
COc1ccc(-c2cc(C(=O)OCC(=O)NC3CC3)c3ccccc3n2)cc1	-0.2	6	-15	1	2.7	-4	90	-1.4	9	1.0	·
CC1CCCN(CCS(=O)(=O)c2ccccc2)C1 (stereo unspecified)	-2.2	0	4	-1	3.6	4	116	0.7	-12	-0.8	-6
COC(=O)C1=C(C)N(Cc2ccccc2)C(=S)N[C@H]1c1ccccc1	3.9	7	17	0	-0.8	-13	104	1.2	467	2.4	-24
COc1cccc(OCCNC(=O)c2cc(OC)c(OC)c(OC)c2)c1	2.1	2	-9	-14	0.6	3	99	-0.3	-11	-0.6	-8

# Screening data as filed in PubChem BioAssay.
